# High-throughput results (PubChem)
# CFTR F508del cor: correctors of CFTR F508del function in bronchial epithelial cells | CFBE cells, YFP halide quenching; stimulated with forskolin plus potentiator P3; % fluorescence drop versus neutral controls | activity (quench increase), % at 7.58 µM | 0.36% of 350,000 active;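 active = mean added fluorescence quench of at least 8% versus neutral control, with both replicates also reaching 8%; inconclusive = only one of the mean or replicate conditions met; inactive = mean below 8% and not both replicates reaching 8%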;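 note: cells transiently co-express mutant CFTR-F508del with the halide-sensitive YFP; corrector assay measuring rescue of mutant channel to the surface after 24 h compound exposure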
# CASP6 VEID inh: blocks human caspase-6 cleavage activity. P55212. purified caspase-6, Z-VEID-R110 cleavage fluorescence. inhibition, % at 12.5 µM. 0.53% of 350,000 active. AID 686996;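 active = mean inhibition across replicates at least about 35%, with every replicate also reaching that limit, limit read from the data; inconclusive = only one of the two criteria met; inactive = neither criterion met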;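 note: 0% = median of neutral control wells and 100% = no fluorescence left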
# miR-122 sensor: miR-122 inhibition in Huh7 cells | Huh7 miR-122 Renilla luciferase sensor, 48 h; neutral wells = 0, positive control = 100 | AID 602342 | 0.3% of 340,000 active | activation (reporter increase), % at 12.5 µM;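 active = mean replicate activation score at least 90 and every replicate individually at or above 90; inconclusive = only one of the two criteria met; inactive = neither criterion met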;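 note: higher luciferase means less miR-122 activity so hits act as miR-122 inhibitors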
# DENV2 CPE rescue: DENV2-induced cell death inhibition | DENV2-infected cells, cytopathic effect rescue, plate reader | CPE inhibition, % at 9.99 µM | 1.7% of 350,000 active; in the data active = CPE inhibition above about 20%, passing the limit was not always enough; inconclusive = no clear call, values can overlap the other calls; tested in BHK-21 cells;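 note: 0% = median of neutral control wells and 100% = median of positive control wells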
# ERAP1 inh: inhibitors of human ERAP1 aminopeptidase; Q9NZ08; recombinant ERAP1, Leu-AMC fluorescence, 60 min; inhibition, % at 10.7 µM; 0.15% of 340,000 active; AID 652197;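 active = mean replicate inhibition of at least 30%, or all replicates individually reaching that 30% level; inactive = mean below 30% and not every replicate reaching it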;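 note: 0% = neutral control wells and 100% = L-leucinethiol positive control wells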
# Target sequence (Q9NZ08 whole entry, looked up): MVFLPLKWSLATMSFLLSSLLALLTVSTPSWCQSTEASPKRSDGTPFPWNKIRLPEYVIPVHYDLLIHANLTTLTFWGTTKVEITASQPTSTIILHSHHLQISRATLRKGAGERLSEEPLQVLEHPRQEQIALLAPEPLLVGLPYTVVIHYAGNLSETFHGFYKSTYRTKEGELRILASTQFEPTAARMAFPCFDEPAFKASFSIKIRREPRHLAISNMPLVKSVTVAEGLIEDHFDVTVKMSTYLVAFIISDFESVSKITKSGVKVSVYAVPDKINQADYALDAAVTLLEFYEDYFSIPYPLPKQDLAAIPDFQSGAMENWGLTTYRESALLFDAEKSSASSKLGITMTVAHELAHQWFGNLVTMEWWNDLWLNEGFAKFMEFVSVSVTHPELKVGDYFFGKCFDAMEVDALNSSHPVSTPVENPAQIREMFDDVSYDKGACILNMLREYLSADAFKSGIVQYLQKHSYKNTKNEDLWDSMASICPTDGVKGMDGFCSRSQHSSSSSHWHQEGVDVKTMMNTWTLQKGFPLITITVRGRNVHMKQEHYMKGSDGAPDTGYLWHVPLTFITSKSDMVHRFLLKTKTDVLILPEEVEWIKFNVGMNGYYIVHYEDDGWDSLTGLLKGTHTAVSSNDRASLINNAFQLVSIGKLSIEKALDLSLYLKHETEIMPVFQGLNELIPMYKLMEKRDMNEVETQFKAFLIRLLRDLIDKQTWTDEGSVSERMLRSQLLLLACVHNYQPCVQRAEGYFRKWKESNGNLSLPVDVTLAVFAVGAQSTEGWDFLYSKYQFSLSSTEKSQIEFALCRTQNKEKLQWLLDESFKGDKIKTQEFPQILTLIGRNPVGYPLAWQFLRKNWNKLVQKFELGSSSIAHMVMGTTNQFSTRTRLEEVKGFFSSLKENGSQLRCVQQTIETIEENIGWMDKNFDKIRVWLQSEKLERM
# ERp5 block: blocks human ERp5 reductase activity on insulin. Q15084. ERp5 insulin aggregation, absorbance 650 nm, 90 min. inhibition, % at 9.99 µM. 0.05% of 350,000 active. AID 651711;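 active = mean replicate inhibition above about 25%, with every replicate also reaching it, limit read from the data, passing the limit was not always enough; inconclusive = only one of those two criteria met; inactive = neither criterion met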
# SIRT5 inh: blocks human SIRT5 desuccinylation of peptide; Q9NXA8; Purified SirT5, succinyl-peptide AMC, trypsin-coupled fluorescence; inhibition, % at 15 µM; 1.1% of 330,000 active; in the data active = inhibition above about 15%; inconclusive = no clear call, values can overlap the other calls
# * marks the source's active call; other numbers are inactive results; ? = inconclusive; . = not tested or not shown; & = joins results of further samples; [ ] = another dose, or the depositor's remark.
mol	CASP6 VEID inh	ERAP1 inh	miR-122 sensor	CFTR F508del cor	SIRT5 inh	DENV2 CPE rescue	ERp5 block
COc1ccc(OC)c(S(=O)(=O)Nc2ccc(O)c(Sc3ncn[nH]3)c2)c1	19	4	4	-1.1	-9	2	2
C=CCC1(/C=N/O)CCOC(C)(C)C1 (configuration not stated)	0	-4	.	0.4	-1	1	-2
CCCCN1CC(COc2ccc(OC)cc2)OCCS1(=O)=O (configuration not stated)	1	.	.	1.0	.	-2	-5
CC(Cc1cccs1)NC(=S)Nc1ccc(F)cc1 (configuration not stated)	-1	-3	79	1.2	-1	1	-5
CCOC(=O)NNC(=O)c1[nH]c2ccc(Br)cc2c1-c1ccccc1	0	-5	13	0.7	0	6	-2
C[C@H]1CCCCO[C@H](CN(C)S(=O)(=O)c2cccs2)[C@@H](C)CN([C@@H](C)CO)C(=O)c2cc(NC(=O)Cc3ccccc3)ccc2O1	.	.	42[16.7 µM]	3.2	.	-7	.
CN(CCc1ccccc1)C1CCCN(S(=O)(=O)N(C)C)C1 (configuration not stated)	4	-2	-1	2.2	1	3	1
COc1cccc(/C=N/NC(=O)C(C)Cn2cnc3ccccc32)c1 (configuration not stated)	-1	.	2	1.7	-1	-4	3
CC(C)CCC(C(=O)NC(C)c1ccccc1)C(=O)NC(C)c1ccccc1 (configuration not stated)	0	-1	-16	-2.6	0	1	-5
Cc1ccccc1NCC(=O)N=Nc1c(O)[nH]c2ccc([N+](=O)[O-])cc12	4	3	-6	-5.4	-1	1	6
O=C(c1ccc(Cl)cc1Cl)N1CCN(c2ccccn2)CC1	2	-1	-9	1.9	-3	4	-9
O=C(Cc1cccs1)Nc1cccc(-c2ccc3nncn3n2)c1	1	-2	-6	-0.6	-7	-3	-8
O=C(Nc1ccc(Cl)c(S(=O)(=O)N2CCOCC2)c1)C1=NN(c2ccccc2)C(=O)CC1	-1	-2	-7	1.5	.	-2	9
NC(=S)NN=C1CCCCCCCC1	17	-2	.	0.5	0	8	-3
COc1ccc(OC)c(NC(=O)CSC2=NN3CCCC(=O)N=C3S2)c1	7	-1	0	-0.6	-3	-3	-1
NC(=O)c1ncn([C@@H]2O[C@H](C(=O)N[C@H](Cc3ccccc3)C(=O)N3CCN(c4ccc(Cl)cn4)CC3)[C@@H](O)[C@H]2O)n1	-2	-11	.	3.6	-4	0	3
O=C(NCC1CCCCC1)c1cccc(Br)c1	-1	2	.	-0.1	-5	3	-3
C[C@@H]1CN([C@@H](C)CO)C(=O)c2cc(NC(=O)CCC(F)(F)F)ccc2O[C@H]1CN(C)S(=O)(=O)c1ccc(Cl)cc1	-2&2	1&9	0[16.7 µM]	-2.0&-2.6	-2&-4	4	-2&0
O=C(C[C@@H]1C[C@@H]2c3cc(NS(=O)(=O)c4ccc(F)cc4)ccc3O[C@@H]2[C@@H](CO)O1)NCc1cc(F)ccc1F	-3	-2	-4[16.7 µM]	1.5	-7	-5	-2
O=C(NCCc1ccc(C(F)(F)F)cc1)C1CC(=O)N(c2ccc3c(c2)OCCO3)C1 (configuration not stated)	-1	0	-2	1.9	-2	8	-4
COc1c(C(=O)Nc2nccs2)ccc2ccccc12	0	0	.	-5.1	2	-2	1
COc1ccc(S(=O)(=O)N2CCCCC2)cc1NC(=O)[C@@H]1CCCN1C(=O)c1cccs1	-2	2	-3	2.9	-19	-5	-3
O=C1CN(C(=S)NC(=O)c2ccc(-c3ccccc3)cc2)CCN1	2	-5	.	-1.6	-1	0	2
C[C@H]1CN([C@@H](C)CO)C(=O)Cc2cc(NC(=O)c3ccncc3)ccc2O[C@H]1CN(C)Cc1ccccc1	0	-4	4[16.7 µM]	0.2	2	0	0
S=C(Nc1cccc(Br)c1)c1ccccc1	.	-1	.	3.1	-4	-9	-7
O=C(C[C@H]1CC[C@@H](NS(=O)(=O)c2ccccc2)[C@@H](CO)O1)N1CCN(c2ccccc2)CC1	1	0	.	-0.7	-3	6	-1
O=C(C[C@@H]1C[C@@H]2c3cc(NC(=O)CC4CC4)ccc3O[C@@H]2[C@@H](CO)O1)NCCN1CCCCC1	-1	7	3[16.7 µM]	-3.5	1	1	1
Cc1ccc(CN2C(=O)CCC2C(=O)NCCN2CCN(c3cccc(Cl)c3)CC2)cc1 (configuration not stated)	1	31*	18	-0.2	-1	6	1
Cc1ccc(-c2nnn3c2nc(Cl)c2ccccc23)cc1	1	-1	29	-6.0	-1	3	1
CN(Cc1ccccc1)C1CCNCC1	-13	3	16	-0.2	2	4	0

# The last 2 records of the part above lead into the next.
mol	CASP6 VEID inh	ERAP1 inh	miR-122 sensor	CFTR F508del cor	SIRT5 inh	DENV2 CPE rescue	ERp5 block
Cc1ccc(-c2nnn3c2nc(Cl)c2ccccc23)cc1	1	-1	29	-6.0	-1	3	1
CN(Cc1ccccc1)C1CCNCC1	-13	3	16	-0.2	2	4	0
O=C(NCc1ccccc1OC(F)(F)F)C1CCC(=O)N(CCCN2CCOCC2)C1 (configuration not stated)	0	0	.	-1.0	-5	-10	-2
CCCCN(C)CCn1c(=S)[nH]c2ccc(N3CCOCC3)cc2c1=O	2	7	-3	.	-1	.	-4
CC(=O)c1nnn(-c2ccccc2C#N)c1C	5	.	-4	1.0	-2	-4	1
COc1ccc(/C=C/C(=O)N/C(=C\c2ccco2)C(=O)NCCc2nc3ccccc3[nH]2)cc1	3	-1	1	-3.5	-5	9	-2
CCC(=O)NC[C@H]1[C@@H](c2ccc(C3=CCCCC3)cc2)[C@@H](CO)N1C(=O)C1CC1	-2	-2	.	-3.1	4	-5	-1
CCN(CC(=O)Nc1c(F)cccc1F)C(=O)c1ccc(Cl)c(S(=O)(=O)N2CCCCC2)c1	0	1	12	1.1	-2	-9	-4
CC(C)CN(C(=O)CN(C)CC(=O)Nc1ccccc1C#N)c1c(N)n(CC(C)C)c(=O)[nH]c1=O	0	-7	0	2.2	1	-6	4
C/C=C/c1ccc([C@H]2[C@@H](CO)N(C(=O)CC)[C@@H]2CNC(=O)C2CC2)cc1	-2	2	-6[16.7 µM]	-1.8	2	15	3
CN(CC(=O)Nc1cccc2ccccc12)C(=O)c1cccc(S(=O)(=O)N(C)C)c1	1	4	-8	1.1	-3	-4	0
O=C(C1CCN(S(=O)(=O)c2cccs2)CC1)N1CCCCC1	0	-1	-2	1.6	-2	2	-5
Cc1ccc(NS(=O)(=O)c2cn(C)c(=O)n(C)c2=O)c(C)c1	1	7	4	1.7	7	10	-1
O=C(COC(=O)c1cccs1)Nc1ccccc1Cl	0	-2	-1	-1.4	.	?	5
C[C@H](CO)N1C[C@H](C)[C@H](CN(C)Cc2cccc(F)c2)Oc2ncc(C#C[C@@H](C)O)cc2C1=O	2	-5	1[16.7 µM]	-0.2	24*	18	-5
NN=C(c1ccccc1)c1ccccc1	4	-1	-3	-0.9	1	-1	3
NC(=O)C1CCN(C(=O)c2ccc(Cl)c(S(=O)(=O)N3CCCCCC3)c2)CC1	-2	-2	.	0.9	-2	-1	5
Cc1ccc(S(=O)(=O)CCC(=O)OCC(=O)NCCc2ccc(F)cc2)cc1	0	-3	.	-1.5	0	-5	6
CCCCn1c(SCC(=O)N(C)C)nnc1-c1ccncc1	-3	-6	-4	-1.1	2	2	4
C[C@@H]1CN([C@@H](C)CO)C(=O)CCCn2cc(nn2)CO[C@H]1CN(C)C(=O)Nc1ccc2c(c1)OCCO2	1&1	2&-1	-10&3[16.7 µM]	-2.7&-1.1&-0.3	8&0	?	1&3
COc1ccc(S(=O)(=O)Nc2ccc3c(c2)CC(=O)N([C@H](C)CO)C[C@H](C)[C@H](CN(C)S(=O)(=O)c2ccc(OC)cc2)O3)cc1	0	3	4[16.7 µM]	-2.0	3	14	-5
CN(Cc1ccccc1)c1cc2c(c3c1ccn3C)C1CCC2C1 (configuration not stated)	-2	14	3	-3.1	-4	4	10
COc1cc(OC)cc(C(=O)N(CCCN2C(=O)c3cccc4cccc(c34)C2=O)c2cccc(OC)c2)c1	1	-3	.	.	0	0	-1
O=C(Nc1ccccc1)Nc1ccc2c(c1)[C@@H]1C[C@@H](CC(=O)N3CCCCC3)O[C@H](CO)[C@@H]1O2	1	0	0[16.7 µM]	-0.6	2	4	0
C#CCN(C[C@H]1[C@H](OC(=O)NC2CCCC2)[C@H](OC(=O)NC2CCCC2)C[C@@H](C(=O)OC)[C@H]1C(=O)OC)S(=O)(=O)c1ccc(C)cc1	1	3	-7	1.7	.	13	0
CN1CCN(C(=O)C[C@@H]2CC[C@@H]3[C@H](COC[C@@H](O)CN3C(=O)Cc3ccccc3)O2)CC1	2	-1	-3[16.7 µM]	0.4	0	-3	-1
O=C(Nc1ccccc1)N1C[C@H]2[C@@H](c3ccccc31)[C@H](CO)N2C(=O)c1cccnc1	0	3	-3[16.7 µM]	-1.0	6	8	-5
CC1(C)C(CSc2nc3ccccc3[nH]2)C1(Cl)Cl (configuration not stated)	1	10	.	-1.2	1	-2	-11
COc1cccc(C#Cc2cnc3c(c2)C(=O)N([C@H](C)CO)C[C@@H](C)[C@@H](CN(C)C(=O)C2CCC2)O3)c1	-1	-1	.	1.6	0	-3	2
CCOC(=O)C1=C(C)NC(C)=C(C(=O)OCC)C1c1ccc(OC)c(OC)c1	-1	4	1	-2.0	.	7	1
N=c1ccn(CC(=O)c2ccc(-c3ccccc3)cc2)cc1	3	4	.	5.1	-2	1	0
CCN(C(=O)CSc1nc2scc(-c3ccccc3)c2c(=O)n1C)C1CCS(=O)(=O)C1 (configuration not stated)	-7	0	7	2.8	-13	-8	3

# More records:
mol	CASP6 VEID inh	ERAP1 inh	miR-122 sensor	CFTR F508del cor	SIRT5 inh	DENV2 CPE rescue	ERp5 block
CC(c1nc2ccccc2[nH]1)n1c(=O)c(-c2cccs2)nc2ccccc21 (configuration not stated)	-6	0	.	-2.1	.	1	-1
CO[C@@H]1CN(C)C(=O)c2ccc(NC(=O)Cc3ccccc3)cc2OC[C@@H](C)NC[C@@H]1C	-4	-1	-6[16.7 µM]	-0.2	-2	2	-3
CCCCNC(=O)CSc1nc2cc3c(cc2c(=O)n1CCCC(=O)NCCc1ccc(OC)c(OC)c1)OCO3	-2	-1	.	0.4	5	0	2
CC(=O)Nc1ccc(C(=O)N/N=C/c2ccccc2OCc2ccccc2)cc1	5	2	0	2.5	-2	1	1
CCC(=O)N[C@H]1CC[C@H](CCNC(=O)Nc2ccc(F)cc2)O[C@@H]1CO	-3	-8	.	-3.1	-1	2	4
Cc1nc(NS(=O)(=O)c2ccccc2)sc1C(=O)NNS(=O)(=O)c1ccccc1	8	-5	-1	-1.0	-5	3	3
COc1ccc(NC(=O)N(C)C[C@@H]2Oc3c(NC(=O)Nc4c(C)noc4C)cccc3C(=O)N([C@@H](C)CO)C[C@H]2C)cc1	-1	1	0[16.7 µM]	-0.6	0	-6	-3
O=C(Cc1ccccc1)N1O[C@H]2C=C[C@@H]1CC2	13	-8	-1	-4.4	0	-2	-2
CC(C)CC(=O)NC(=S)Nc1ccccc1C(F)(F)F	1	2	-2	.	-11	1	2
CCOC(=O)C1Nc2ccc(C(F)(F)F)cc2C2C=CCC12 (configuration not stated)	-1	-3	5	-2.0	1	-15	1
COc1cc(/C=C/C(=O)OCC(=O)N2CCCC2)cc(OC)c1OC	1	3	.	1.3	1	20	-1
NC(=O)C1(N2CCCCC2)CCN(C(=S)Nc2ccccc2)CC1	0	1	4	.	1	1	7
O=C(CSc1cccc2cccnc12)N/N=C/c1cccnc1	-3	3	-5	-5.2	-2	6	2
COc1ccc(Nc2nc(N)c([N+](=O)[O-])c(NC3CCCCC3)n2)cc1	-3	-1	3	-1.2	-2	3	-2
